Screens: PubChem BioAssay, NMMLSC
ABCB1 inh: inhibitors of human ABCB1 transporter, ABCG2 counter-screen | CCRF-Adr cells, JC-1 efflux, flow cytometry | inhibition, % at 6.6 µM | actives 0.067% (n = 190,000) | P08183; in the data active = inhibition above about 40%;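 also: 0% = vehicle and 100% = reference inhibitor; higher value means more JC-1 retained so stronger ABCB1 efflux block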
Target sequence (P08183 whole entry, looked up): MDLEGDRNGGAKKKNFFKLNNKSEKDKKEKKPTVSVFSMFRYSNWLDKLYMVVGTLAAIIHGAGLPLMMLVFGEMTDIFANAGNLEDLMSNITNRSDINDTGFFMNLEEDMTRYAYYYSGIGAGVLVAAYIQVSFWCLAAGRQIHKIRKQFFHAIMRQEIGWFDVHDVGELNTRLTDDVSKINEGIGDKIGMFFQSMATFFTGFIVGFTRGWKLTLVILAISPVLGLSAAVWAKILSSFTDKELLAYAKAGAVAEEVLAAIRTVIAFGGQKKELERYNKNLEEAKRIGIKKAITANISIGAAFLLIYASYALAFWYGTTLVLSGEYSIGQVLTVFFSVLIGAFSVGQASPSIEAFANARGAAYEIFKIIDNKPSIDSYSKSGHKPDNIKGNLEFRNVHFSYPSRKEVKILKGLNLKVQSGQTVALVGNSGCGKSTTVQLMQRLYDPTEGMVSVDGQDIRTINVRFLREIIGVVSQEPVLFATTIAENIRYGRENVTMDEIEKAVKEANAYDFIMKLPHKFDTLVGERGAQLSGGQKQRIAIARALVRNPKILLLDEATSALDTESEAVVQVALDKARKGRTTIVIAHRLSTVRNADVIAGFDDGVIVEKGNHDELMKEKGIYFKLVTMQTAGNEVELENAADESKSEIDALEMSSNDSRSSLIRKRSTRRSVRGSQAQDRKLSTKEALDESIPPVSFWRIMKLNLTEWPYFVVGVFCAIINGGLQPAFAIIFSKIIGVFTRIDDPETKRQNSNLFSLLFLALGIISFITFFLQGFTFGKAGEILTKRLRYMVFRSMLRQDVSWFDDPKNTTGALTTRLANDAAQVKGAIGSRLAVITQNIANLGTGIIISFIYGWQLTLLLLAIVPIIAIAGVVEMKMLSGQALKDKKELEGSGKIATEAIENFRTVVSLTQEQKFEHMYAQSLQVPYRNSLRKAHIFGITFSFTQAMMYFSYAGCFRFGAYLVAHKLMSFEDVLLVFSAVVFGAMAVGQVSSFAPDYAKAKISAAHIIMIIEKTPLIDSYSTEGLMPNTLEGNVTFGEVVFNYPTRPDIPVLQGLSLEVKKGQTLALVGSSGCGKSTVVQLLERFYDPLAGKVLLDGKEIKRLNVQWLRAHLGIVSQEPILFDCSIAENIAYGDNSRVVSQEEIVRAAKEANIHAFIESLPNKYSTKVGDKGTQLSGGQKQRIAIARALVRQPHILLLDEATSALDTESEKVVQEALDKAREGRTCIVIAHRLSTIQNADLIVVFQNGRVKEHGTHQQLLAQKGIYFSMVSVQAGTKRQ
Bfl-1 Bim block: inhibitors of Bim-Bfl-1 interaction, human; AID 1008; Q16548; Bead-based flow cytometry, Bim-Bfl-1 binding inhibition; inhibition, % at 10 µM; actives 0.12% (n = 190,000);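 also: 0% = wells without compound plus tracer and 100% = blocker peptide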
RGS4-Gao reg: human RGS4-Galphao interaction regulation; P09471; Multiplexed bead flow cytometry, RGS4-Galphao binding; actives lie on both sides; binding response (% of control), % at 10 µM; actives 0.33% (n = 220,000); AID 1415; in the data active = binding response below about 49% or above about 150%; inactive = in between;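 also: fluorescent Galphao activated with aluminum fluoride binding bead-coupled RGS4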
Bim-Bcl-B: disrupts Bim peptide binding to human Bcl-B. inhibition, % at 10 µM. AID 951. actives 0.073% (n = 190,000). bead-based flow cytometry;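 also: 0% = tracer peptide without compound and 100% = reference inhibitor peptide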
Bim-Bcl-W: disrupts Bim peptide binding to human Bcl-W | Q92843 | bead-based flow cytometry | inhibition, % at 10 µM | actives 0.02% (n = 190,000) | AID 952;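 also: 0% = bound tracer without compound and 100% = peptide blocker; higher means less fluorescent Bim peptide bound to Bcl-W beads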
Bcl-XL Bim block: human Bim-Bcl-XL interaction inhibition. Q07817. Bim peptide-Bcl-XL binding, bead flow cytometry, fluorescence. inhibition, % at 10 µM. actives 0.04% (n = 190,000)
ABCG2 block: human ABCG2 inhibition, ABCB1 as counter-screen | IgMXP3 cells, JC-1 efflux, flow cytometry | inhibition, % at 6.6 µM | actives 0.1% (n = 190,000);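 active = inhibition above 80%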;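 also: 0% = DMSO and 100% = nicardipine control wells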
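test system = two drug-resistant human cell lines, ABCG2 and ABCB1 | amount = 3 million cells/mL final, two lines in 1:1 ratio | reagent = JC-1 transporter substrate | doses = one concentration, 6.6 µM final | incubation = 10 min at 25 °C | signal = flow cytometric JC-1 green MFI at 530 nm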
Mcl-1 Bim block: human Bim-Mcl-1 interaction inhibition. actives 0.1% (n = 190,000). Q07820. inhibition, % at 10 µM. AID 1009. Bead-based flow cytometry, Bim peptide-Mcl-1 binding;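 also: 0% = no compound tracer wells and 100% = peptide blocker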
RGS7-Gao: modulates binding of RGS7 to human Galphao; actives 0.35% (n = 220,000); binding response (% of control), % at 10 µM; Multiplexed bead flow cytometry; actives lie on both sides; AID 1439; in the data active = binding response below about 49% or above about 150%; inconclusive = no clear call, values can overlap the other calls; inactive = in between;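 also: fluorescent Galphao held in activated GDP-AlF4 state binding bead-coupled RGS7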
Bim-Bcl-2: human Bim-Bcl-2 interaction inhibition; P10415; Bead-based flow cytometry, Bim peptide-Bcl-2 binding; inhibition, % at 10 µM; actives 0.06% (n = 190,000); in the data active = inhibition above about 40%; inconclusive = no clear call, values can overlap the other calls;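 also: 0% = no compound wells with probe peptide and 100% = reference peptide inhibitor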
RGS8-Gao reg: human RGS8-Galphao interaction regulation | P09471 | multiplexed bead flow cytometry, RGS8-Galphao binding; actives lie on both sides | response (percent of control binding), % at 10 µM | actives 0.34% (n = 220,000); in the data active = response below about 60% or above about 140%; inactive = in between;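 also: Galphao activated as the GDP aluminium fluoride complex binding bead-coupled RGS8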
Numbers without * were called inactive; u = inconclusive; & = joins results of further samples. Rule as the data show it, unless noted: active = inhibition above about 40%. An unsorted share of the library, and some 0.94% of all compounds hit somewhere here.

Each structure is followed by: ABCB1 inh	Bfl-1 Bim block	RGS4-Gao reg	Bim-Bcl-B	Bim-Bcl-W	Bcl-XL Bim block	ABCG2 block	Mcl-1 Bim block	RGS7-Gao	Bim-Bcl-2	RGS8-Gao reg
Cc1ccc(C)n1-n1c(C)nc2scc(-c3cccs3)c2c1=O
→ 1.4	-9	98	-5	2	-1	7	1	96	0	100
COC(/C=C/Nc1ccc(Cl)cc1)=C(C#N)C#N
→ 0.3	0	95	-3	0	-1	0	0	91	-1	97
O=C(CSc1nnnn1Cc1ccccc1)c1ccccc1F
→ -0.2	2	96	-5	0	0	0	-2	101	-2	94
COCCCNC(=O)C(C#N)c1nc2ccccc2nc1N1CCN(Cc2ccccc2)CC1 (stereo unspecified)
→ 6.5	-11	99	-3	-2	-5	8	-4	99	-11	101
O=C(Nc1ccccc1-c1nnn(CC(=O)N2CCN(c3ccccc3)CC2)n1)c1cccs1
→ 18	-16	102	-8	0	-4	48	-3	101	-10	102
CN(C)c1ccc(C2C3=C(CCCC3=O)OC3=C2C(=O)CCC3)cc1
→ 0.6	-3	87	0	-5	-2	1	-1	92	-2	97
CCS(=O)(=O)c1ccc2oc(SCC(=O)NCCC3=CCCCC3)nc2c1
→ 0.0	0	101	1	-4	-4	0	-1	101	2	100
CC(OC(=O)Cn1c(C(F)(F)F)nc2ccccc21)C(N)=O (stereo unspecified)
→ 0.3	-2	108	0	-2	-1	0	-3	105	0	101
CN(C)S(=O)(=O)c1cccc(NC(=O)COC(=O)CCc2nc3ccccc3s2)c1
→ 1.1	-2	117	-3	0	-1	11	-2	115	-3	136
Cc1cc(NC(=O)C(C)C)ncc1NC(=O)c1ccccn1
→ 0.0	-5	106	-4	-5	-3	0	-3	102	-5	105
COc1cccc(N2C(=O)C3CC=C(Cl)CC3C2=O)c1 (stereo unspecified)
→ 0.6	0	100	-2	-2	-2	2	-1	98	-3	102
Cc1ccc(C2(c3noc(CN(C)CC4COCCO4)n3)CCCC2)cc1 (stereo unspecified)
→ 0.2	-7	102	-4	-6	-4	1	0	99	-4	100
Nc1ccnn1Cc1cccs1
→ 0.0	-8	100	-6	-1	-8	1	2	102	-7	103
COc1ccc(F)cc1S(=O)(=O)Nc1ccc2c(c1)OCO2
→ 0.7	-13	102	-5	-3	-6	4	-3	104	-6	100
CN(C)S(=O)(=O)c1ccc(Cl)c(C(=O)Nc2cccc([N+](=O)[O-])c2)c1
→ -0.2	-6	94	-2	-4	-6	23	-2	96	-5	96
COc1ccc(CCNC(=O)/C(=C/c2cccnc2)NC(=O)c2ccccc2)cc1OC
→ -1.1	-4	99	-3	-5	-2	22	-5	97	-6	96
O=[N+]([O-])c1c(NCCCO)cc(Sc2ccc(Cl)cc2)c2nonc12
→ 1.0	10	96	-10	-2	-5	2	0	96	-1	96
O=C(C1=C[C@H](C2CCCCC2)C[C@H](OCc2ccc(CO)cc2)O1)N1CCN(Cc2ccccc2)CC1
→ 7.1	0	103	-3	1	-2	6	-1	101	-2	102
CCC1CCCCN1C(=O)Nc1ccc(F)cc1 (stereo unspecified)
→ -2.6	-4	92	0	-2	1	-1	0	94	2	99
COc1cccc(OC)c1OCCOCCn1cnc2ccccc2c1=O
→ -0.1	-8	100	-1	4	0	-1	-3	104	-2	100

Among those listed so far, 4 have an aryl methoxy group.
Each structure is followed by: ABCB1 inh	Bfl-1 Bim block	RGS4-Gao reg	Bim-Bcl-B	Bim-Bcl-W	Bcl-XL Bim block	ABCG2 block	Mcl-1 Bim block	RGS7-Gao	Bim-Bcl-2	RGS8-Gao reg
COc1cccc(N2C(=O)C3CC=C(Cl)CC3C2=O)c1 (stereo unspecified)
→ 0.6	0	100	-2	-2	-2	2	-1	98	-3	102
COc1ccc(F)cc1S(=O)(=O)Nc1ccc2c(c1)OCO2
→ 0.7	-13	102	-5	-3	-6	4	-3	104	-6	100
COc1ccc(CCNC(=O)/C(=C/c2cccnc2)NC(=O)c2ccccc2)cc1OC
→ -1.1	-4	99	-3	-5	-2	22	-5	97	-6	96
COc1cccc(OC)c1OCCOCCn1cnc2ccccc2c1=O
→ -0.1	-8	100	-1	4	0	-1	-3	104	-2	100

Next section.
Each structure is followed by: ABCB1 inh	Bfl-1 Bim block	RGS4-Gao reg	Bim-Bcl-B	Bim-Bcl-W	Bcl-XL Bim block	ABCG2 block	Mcl-1 Bim block	RGS7-Gao	Bim-Bcl-2	RGS8-Gao reg
Cc1cc(NC(=O)CCCn2ccc([N+](=O)[O-])n2)n(Cc2ccc(F)cc2)n1
→ -0.2	-1	103	-2	-2	-3	4	0	105	0	103
CCc1nnc(NC(=O)CSc2nnc3ncccn23)s1
→ -0.2	-8	102	-13	-3	-1	1	-2	102	-7	102
COc1ccc(/C=C/C(=O)c2cc(Br)ccc2O)cc1OC
→ 0.7	-2	101	0	0	0	10	0	u	-4	99
O=C(NCc1ccccc1)c1ccc2nc(-c3ccco3)c(-c3ccco3)nc2c1
→ -0.9	43*	92	5	19	7	-3	4	90	17	82
CCOC(=O)c1[nH]c(C)c(C(=O)Nc2ccc(C)cc2C)c1C
→ 0.8	12	106	7	9	13	6	11	103	13	105
CC(=O)Nc1ccc(Oc2cnccn2)cc1
→ 0.7	26	101	20	20	31	2	25	103	27	98
CCNC(=O)COC(=O)/C=C/c1cccc([N+](=O)[O-])c1
→ 0.1	0	106	-2	-2	0	7	-2	105	-3	104
CCCCNc1cc(C)nc(N2CCOCC2)n1
→ 0.5	-5	103	-2	-1	-3	1	-5	99	-4	101
CN(C)c1ccc(C(=O)OCc2ccccc2)cc1
→ 1.0	-1	95	2	0	0	4	-1	100	-1	99
COc1nsnc1NS(=O)(=O)c1ccc(NC(=S)NC(=O)c2cccnc2)cc1
→ 0.5	-3	98	0	0	0	2	1	102	-1	99
CCn1ccnc1CN1CCN(CC=C(C)C)C(CCO)C1 (stereo unspecified)
→ 0.8	-2	99	-3	-1	0	2	0	94	-1	100
Cn1nnnc1SCC(=O)Nc1cc(S(=O)(=O)N2CCCC2)ccc1Cl
→ 0.6	-2	101	0	1	4	3	1	102	0	99
Cc1cc(/C=C2\SC(=S)NC2=O)c(C)n1C
→ -0.1	5	100	0	4	2	0	0	99	-2	101
CC(C)CCN1CCN(C2CCN(c3ccccc3)CC2)CC1CCO (stereo unspecified)
→ 0.0	-4	107	-4	-1	-3	-1	-3	103	0	104
CCOC(=O)/C=C(\C)Sc1cc(=O)oc2ccccc12
→ 0.5	-26	97	-8	-4	-8	23	-8	95	-9	98
CCCC(C)NC(=O)c1ccccc1SC (stereo unspecified)
→ -0.1	-6	102	-4	-3	-2	0	-2	102	-3	102
Cc1cc(OCC(=O)Nc2ccccc2F)nc(C(C)C)n1
→ -0.1	-16	99	-15	-1	-1	4	-2	102	-6	100
Nc1c(S(=O)(=O)c2cccc(Cl)c2)c2nc3ccccc3nc2n1CCN1CCOCC1
→ 2.0	-1	95	-4	-3	-3	6	-5	93	-4	100
Cc1nc2ccc(S(=O)(=O)N(C)CC(=O)N3CCc4ccccc43)cc2s1
→ 0.0	-8	96	-10	-4	-7	0	-2	99	-6	99
CCOC(=O)CC1COCCN1C(=O)CCc1nnc(-c2ccsc2)o1 (stereo unspecified)
→ 0.0	-7	102	-5	-2	-4	0	-2	97	-6	99

Records above marked active in Bfl-1 Bim block:
Molecule | Bfl-1 Bim block | RGS4-Gao reg | Bim-Bcl-B | Bim-Bcl-W | Bcl-XL Bim block | Mcl-1 Bim block | RGS7-Gao | Bim-Bcl-2 | RGS8-Gao reg
O=C(NCc1ccccc1)c1ccc2nc(-c3ccco3)c(-c3ccco3)nc2c1 | 43* | 92 | 5 | 19 | 7 | 4 | 90 | 17 | 82

One compound at a time, from the list above.
CN(C)c1ccc(C(=O)OCc2ccccc2)cc1 in the list: ABCB1 inh: 1.0; Bfl-1 Bim block: -1; RGS4-Gao reg: 95; Bim-Bcl-B: 2; Bim-Bcl-W: 0; Bcl-XL Bim block: 0; ABCG2 block: 4; Mcl-1 Bim block: -1; RGS7-Gao: 100; Bim-Bcl-2: -1; RGS8-Gao reg: 99
Cc1cc(/C=C2\SC(=S)NC2=O)c(C)n1C in the list: ABCB1 inh: -0.1; Bfl-1 Bim block: 5; RGS4-Gao reg: 100; Bim-Bcl-B: 0; Bim-Bcl-W: 4; Bcl-XL Bim block: 2; ABCG2 block: 0; Mcl-1 Bim block: 0; RGS7-Gao: 99; Bim-Bcl-2: -2; RGS8-Gao reg: 101

Remaining list, next part.
Each structure is followed by: ABCB1 inh	Bfl-1 Bim block	RGS4-Gao reg	Bim-Bcl-B	Bim-Bcl-W	Bcl-XL Bim block	ABCG2 block	Mcl-1 Bim block	RGS7-Gao	Bim-Bcl-2	RGS8-Gao reg
COc1ccc2cc(CN(CC3COCCO3)S(=O)(=O)c3c(C)cc(C)cc3C)c(=O)[nH]c2c1 (stereo unspecified)
→ 4.3	-16	100	-7	-1	-5	28	-3	102	-12	101
CC(CCc1ccccc1)NC(=O)CN1C(=O)NC2(CCCCC2)C1=O (stereo unspecified)
→ 2.1	-5	99	-4	0	-2	4	0	u	-2	101
O=C(CN(CC1CCCO1)C(=O)Cn1nnc(-c2ccc(F)cc2)n1)NC1CCCCC1 (stereo unspecified)
→ 0.2	-12	96	-12	0	-6	0	-4	91	-10	98
COc1ccc(C(=O)N/C(=C\c2cccs2)c2nc3ccccc3[nH]2)cc1OC
→ 0.5	0	105	-2	-1	0	1	-2	107	-3	111
COc1ccc(Cc2c(O)nc(SCC(=O)NC34CC5CC(CC(C5)C3)C4)[nH]c2=O)cc1
→ -0.2	-4	89&105	0	0	-2	-1	4	u	1	96&103
CC(C)C1OC2(C)OC(=N)C1(C#N)C(C#N)(C#N)C2c1ccccc1 (stereo unspecified)
→ 0.4	6	100	9	2	0	2	-7	100	3	93
CSc1ccc(/C=N/Nc2nc(C)cc(=O)[nH]2)cc1
→ -0.2	-5	104	0	-1	3	4	1	97	-2	101
COc1ccc(NC(=O)C(NC(=O)CNC(C)=O)c2ccc(C)cc2)cc1 (stereo unspecified)
→ 1.4	-5	108	-5	2	-19	0	-1	107	-4	108
CN(C)S(=O)(=O)c1ccc(S(=O)(=O)Nc2ccc3c(c2)oc2ccccc23)cc1
→ 0.1	-2	98	-2	-2	-2	2	-2	98	-4	105
O=C(Cn1ncnn1)OCc1ccccc1Cl
→ 0.6	-2	101	-5	-3	1	3	-1	99	0	99

Looked up one by one from above:
Each structure is followed by: ABCB1 inh	Bfl-1 Bim block	RGS4-Gao reg	Bim-Bcl-B	Bim-Bcl-W	Bcl-XL Bim block	ABCG2 block	Mcl-1 Bim block	RGS7-Gao	Bim-Bcl-2	RGS8-Gao reg
Cc1cc(/C=C2\SC(=S)NC2=O)c(C)n1C
→ -0.1	5	100	0	4	2	0	0	99	-2	101
O=C(CSc1nnnn1Cc1ccccc1)c1ccccc1F
→ -0.2	2	96	-5	0	0	0	-2	101	-2	94
